Screening results deposited in PubChem by National Center for Advancing Translational Sciences (NCATS).
Cycloheximide cs: counter-screen hit for Shiga toxin inhibitors, cycloheximide; cell reporter, cycloheximide protein synthesis inhibition counterscreen; max response, %; 300,000 compounds, 12% hits; AID 2314; in the data active = max response mostly above about 13%, no sharp cut-off; inactive = mostly below about 14%; also: read at 38.3 µM for the half of the compounds with a filed dose; 0% is about no effect
HCV inhibitor: inhibitors of hepatitis C virus infection. Huh7.5.1 HCVcc-Cre infection, luciferase reporter, 44 h. Potency, µM (series often up to 41.8 µM), inactives show at the top dose activity change, negative = inhibition, usual class: inhibitors. 340,000 compounds, 3.4% hits. AID 651820; also: potency is read from the fitted curve at half-maximal effect; % is scaled to controls: 0 for no effect and ±100 for the full control effect
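Infectious HCV cell culture screen: compound-treated cells (1,000/well, pre-plated 4 h) are infected with HCVcc-Cre at roughly 0.5 moi and grown 44 h. Infection is quantified by luciferase signal after 15 min substrate incubation at room temperature.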
Shiga inhibitor: blocks Shiga toxin action in Vero cells; Vero cells, Shiga toxin protein synthesis inhibition reporter; 290,000 compounds, 9.2% hits; inhibition, % at 38.7 µM; in the data active = inhibition mostly above about 28%, no sharp cut-off; inactive = mostly below about 43%; also: 0% is about no effect
Tb PYK inh: inhibitors of Trypanosoma brucei pyruvate kinase | Q57TT1 | TbPYK enzyme, Kinase-Glo Plus ATP luminescence, 45 min | Potency, µM (top dose mostly 76.8 µM), for the others: at the top dose activity, negative = inhibition, hits mostly inhibitors | 410,000 compounds, 0.12% hits | AID 624173; also: potency is read from the fitted curve at half-maximal effect; % is scaled to controls: 0 for no effect and ±100 for the full control effect; nearly all actives have a fitted effect of over 50% in size
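Quantitative HTS: titrated library compounds versus trypanosomal pyruvate kinase in TEA buffer (pH 7.2) containing KCl, MgCl2, BSA and Tween-20. Reactions were initiated with ADP, 130 uM final. Kinase-Glo Plus luminescence was read after 45 min at RT.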
Pf growth 48h: P. falciparum growth inhibition at 48 hours (one generation); AID 504832; Potency, µM (titrated, usually from 28.7 µM), inactives show top-dose activity change, negative = inhibition, actives largely listed as inhibitors; 310,000 compounds, 5.9% hits; P. falciparum luciferase growth in erythrocytes, 48 h; also: potency is read from the fitted curve at half-maximal effect; % is scaled to controls: 0 for no effect and ±100 for the full control effect
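Luciferase-expressing P. falciparum in infected erythrocytes (2% hematocrit, 0.1% parasitemia final) in RPMI 1640/0.5% Albumax were exposed to compound for 48 hours at 37 C, 5% CO2; growth read as luminescence.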
Pf growth 96h: P. falciparum growth inhibition at 96 hours. P. falciparum luciferase reporter growth, 96 h. Potency, µM (doses to about 28.7 µM), inactives show at the top dose activity change, negative = inhibition, most hits filed as inhibitors. 320,000 compounds, 6.9% hits. AID 504834; also: potency is read from the fitted curve at half-maximal effect; % is scaled to controls: 0 for no effect and ±100 for the full control effect
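Erythrocytes infected with luciferase-expressing P. falciparum were dispensed at 2% hematocrit and 0.05% parasitemia (final), then incubated with compounds 96 hours at 37 C in 5% CO2. Luminescence after detection reagent addition reported growth.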
LmPK inh: inhibitors of Leishmania mexicana pyruvate kinase | Q27686 | purified LmPK, Kinase-Glo ATP luminescence, 1 h | Potency, µM (highest dose often 57.5 µM), for inactives: top-dose activity change, negative = inhibition, usual class: inhibitors | 290,000 compounds, 0.37% hits; also: potency is read from the fitted curve at half-maximal effect; % is scaled to controls: 0 for no effect and ±100 for the full control effect
Target sequence (Q27686 whole entry, looked up): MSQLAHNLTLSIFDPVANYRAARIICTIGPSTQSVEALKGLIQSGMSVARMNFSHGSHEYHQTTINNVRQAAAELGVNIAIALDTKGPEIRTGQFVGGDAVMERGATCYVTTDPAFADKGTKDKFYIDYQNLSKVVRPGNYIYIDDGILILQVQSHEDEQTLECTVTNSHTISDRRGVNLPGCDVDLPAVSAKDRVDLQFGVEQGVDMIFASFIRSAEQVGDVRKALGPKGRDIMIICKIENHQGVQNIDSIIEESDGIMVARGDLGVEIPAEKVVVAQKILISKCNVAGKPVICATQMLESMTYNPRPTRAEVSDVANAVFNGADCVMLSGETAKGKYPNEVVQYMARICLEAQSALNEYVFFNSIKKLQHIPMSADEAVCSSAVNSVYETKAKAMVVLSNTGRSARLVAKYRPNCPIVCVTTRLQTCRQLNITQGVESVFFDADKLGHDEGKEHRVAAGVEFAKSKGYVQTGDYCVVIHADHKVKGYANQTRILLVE
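ATP generated from ADP (0.1 mM) and PEP (0.5 mM) by 0.1 nM LmPK over 1 h at room temperature (pH 7.2 imidazole buffer) was detected by coupled luciferase luminescence. Values were normalized to uninhibited and no-enzyme wells.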
Numbers without * were called inactive; u = inconclusive; x = not tested or not shown; + = active, no number; & = joins results of further samples; [ ] = remark or other dose. Unless noted, calls follow the shape of the dose curve; as a rule, active = well fitted curve in the direction sought with a large enough effect; inconclusive = small, poorly fitted or top-dose-only effect, or another doubt; inactive = no such curve, though single readings can be large; an effect the other way counts as inactive or inconclusive.

SMILES	Cycloheximide cs	HCV inhibitor	Shiga inhibitor	Tb PYK inh	Pf growth 48h	Pf growth 96h	LmPK inh
Cc1ccc(C(=O)NNC(=O)C2CCN(S(=O)(=O)c3ccc(C)cc3)CC2)cc1	-1	-27%	-3	0%	2.6µM*	34%[activator]	-3%
Cc1ccc(S(=O)(=O)NCc2ccc(C(=O)NCCCN3CCN(C)CC3)cc2)cc1	-5	-5%	-4	5%	35%[activator]	u	-1%
Nc1ccc(C(=O)OCC(=O)Nc2ccc([N+](=O)[O-])cc2C(F)(F)F)cc1	-7	3%	-9	0%	21%	-17%	4%
COCCCNC1=C(Cl)C(=O)c2ccccc2C1=O	33*	-15%	49*	-6%	4.1µM*	2.3µM*	-11%
COc1cc(NC(=O)CSc2nc3ncnc(N)c3[nH]2)c(C(=O)O)cc1OC	-2	-1%	3	8%	25%	14%	2%
CCCCN(C)S(=O)(=O)c1cc2c3c(c1)CCC(=O)N3CCC2	-3	15%	-9	-10%	-3%	19%	-1%
O=S(=O)(Nc1ccn(-c2ccccc2)n1)c1ccc(Br)cc1	16*	-1%	42	-23%	37%[activator]	x	-2%
Cc1nc(N2CCOCC2)[nH]c(=O)c1[N+](=O)[O-]	-2	13%	-8	7%	10%	8%	-6%
N/C(=N\OC(=O)CC1CCCCC1)c1cccc(Br)c1	44*	5%	55*	-2%	u	10%	-2%
COCC1CCN(Cc2cn[nH]c2-c2cc(OC)c(OC)c(OC)c2)CC1	-1	6%	21	7%	-19%	u	5%
COc1ccccc1C(=O)NNC(=O)c1ccc2ccccc2c1	1	5%	x	7%	47%[activator]	52%[activator]	-1%
Cc1ccc(C(C)C)c(OCC(=O)NNC(=O)C2CSC3(C)CCC(=O)N23)c1 (configuration not stated)	x	0%	x	-4%	u	-9%	x
Cc1cccc(C)c1NC(=O)CNC(=O)c1c(-c2ccccc2)noc1C	x	-2%	x	1%	-25%	-6%	x
CCCOc1ccc(C(F)(F)F)cc1NC(=O)C1CC(=O)N(Cc2ccco2)C1 (configuration not stated)	x	u	x	-1%	u	-26%	x
CC1CC(C)CN(C(=O)Cc2c(C(=O)O)[nH]c3ccc(Cl)cc23)C1 (configuration not stated)	-6	u	4	2%	3%	-2%	-9%[11.5 µM]
CC(c1ccccc1)N1CC(C(=O)N2CCN(Cc3ccc(C#N)cc3)CC2)CC1=O (configuration not stated)	x	u	x	4%	-4%	1%	x
COc1cc(/C=c2\sc3n(c2=O)CCCN=3)ccc1O	25*	-5%	71	-3%	54%[activator]	42%[activator]	-4%
COCC(=O)N1CCC(Oc2ccc(C(=O)NCc3cnc(C)cn3)cc2)CC1	3	21%	4	4%	44%[activator]	u	1%
O=C(Nc1cc(-c2ccccc2)[nH]n1)c1ccccc1	34*	-26%	79*	0%	61%[activator]	23%	-18%
Nc1nncn1C(=O)CCCN1C(=O)c2ccccc2C1=O	-2	21%	3	0%	11%	x	-4%

Part of the list above in order of molar mass, low to high:
SMILES	Cycloheximide cs	HCV inhibitor	Shiga inhibitor	Tb PYK inh	Pf growth 48h	Pf growth 96h	LmPK inh
COCCCNC1=C(Cl)C(=O)c2ccccc2C1=O	33*	-15%	49*	-6%	4.1µM*	2.3µM*	-11%
CCCCN(C)S(=O)(=O)c1cc2c3c(c1)CCC(=O)N3CCC2	-3	15%	-9	-10%	-3%	19%	-1%
O=S(=O)(Nc1ccn(-c2ccccc2)n1)c1ccc(Br)cc1	16*	-1%	42	-23%	37%[activator]	x	-2%

Additional records
SMILES	Cycloheximide cs	HCV inhibitor	Shiga inhibitor	Tb PYK inh	Pf growth 48h	Pf growth 96h	LmPK inh
Nc1nonc1-n1nnc(C(=O)N/N=C/c2ccccc2)c1CSc1ccccc1	1	9%	4	-1%	10%	5%	4%
Cc1ccc2[nH]c(=O)c(CN(CC3CCCO3)C(=S)Nc3ccccc3)cc2c1 (configuration not stated)	1	u	-9	-3%	u	8%	6%
C=CCN(c1ccccc1)S(=O)(=O)c1cccc(C(=O)Nc2ncccc2C)c1	x	-6%	x	-2%	u	2%	x
COc1ccccc1N1CCN(CC(=O)NCC2CCCO2)CC1 (configuration not stated)	1	26%	6	2%	-1%	214%[activator]	-11%
CC(=O)Nc1ccc(Nc2cc(C(C)C)nc3c(-c4ccccc4)c(C)nn23)cc1	7	2.5µM*	18	5%	u	13µM*	6%
COc1ccc2c(CC(=O)OCC(=O)Nc3ccc(S(N)(=O)=O)cc3)coc2c1	-5	16%	-13	-6%	0%	25%	8%
CC(=O)n1nc(-c2ccc(C)cc2)nc1NCc1ccco1	63*	0%	101*	0%	319%[activator]	u	3%
Cc1ccsc1C(=O)OCc1nc2ccsc2c(=O)[nH]1	x	10%	x	-14%	18%	4%	x
CCOc1cc(/C=N/NC(=O)C(C)Sc2ccccc2)ccc1O (configuration not stated)	1	7%	-9	-2%	1%	47%[activator]	-1%
COc1ccccc1N(C)S(=O)(=O)c1ccc(C(=O)OCC(=O)N2CCC2)cc1	-2	-21%	-6	0%	44%[activator]	59%[activator]	2%
COc1ccc(OCc2cc(C(=O)NC3CCOCC3)no2)c2ccccc12	22*	u	18	-6%	u	u	13%
Cc1ccc(C(=O)CSc2nc3ccccc3c(=O)[nH]2)cc1C	11	-11%	20	-8%	41%[activator]	u	5%
COCCN(C(=O)CN1CCN(S(=O)(=O)c2ccc(F)cc2)CC1)c1c(N)n(Cc2ccccc2)c(=O)[nH]c1=O	0	16%&1%	-5	0%	1%	3%	-2%
Cc1ccc(N2CC(C(=O)Nc3cccnc3)CC2=O)cc1C (configuration not stated)	-7	3%	-6	-4%	19%	24%	-2%
CCOc1ccc(C(=O)NCc2ccc3c(c2)OCO3)cc1OCC	-8	-14%	x	2%	15%	-11%	4%
O=C(O)c1ccc(N2C(=O)/C(=C/C=C/c3ccccc3)SC2=S)cc1	-4	20%	-4	-17%	-62%[1.15 µM]	33%[activator]	3%
O=C(Nc1ccc(F)c(Cl)c1)NC1CC1	7	9%	40	4%	-19%	5%	-2%
O=C(O)c1ccccc1C(=O)c1ccc(Sc2ccc(Cl)cc2)c([N+](=O)[O-])c1	-3	6%	-9	3%	-2%	8%	-3%
O=C(NC1CCC(O)CC1)c1ccc2c(c1)S(=O)(=O)N=C1CCCCCN12 (configuration not stated)	x	19%	x	0%	27%	44%[activator]	x
Nc1nc(SC23CC4CC(CC(C4)C2)C3)ns1	-3	18%	2	2%	0%	82%[activator]	-1%
CCCCP(=O)(CCCC)c1ccccc1C(=O)O	-2	-15%	-7	-5%	11%	55%[activator]	2%
COCCCNC(=O)CSc1c2c(nc3ccc(Cl)cc13)CCCC2	-12	u	-16	1%&1%	-9%	u	-1%
Nc1nonc1-c1nc2ccccc2n1Cc1ccc(F)cc1Cl	0	7%	-15	-3%	5%	17%	4%
COc1ccccc1CNC(=O)CN(C)S(=O)(=O)c1cccc2cccnc12	8	-17%	4	0%	-3%	14%	-2%
COc1cccc(CCNC(=O)CCc2nnc(Cc3cc(OC)ccc3OC)o2)c1	28*	4%	23*	2%	-12%	-22%	-1%
Nc1c(Cl)ncnc1N1CCCC1	-2	9%	16	2%	6%	u	-2%
Cc1noc(NS(=O)(=O)c2ccc(NC(=O)CCC3CCCC3)cc2)c1C	-1	7%	-1	4%	12%	-12%	1%
CCC(=O)c1cc2c(cc1NC(=O)c1ccc(C)cc1)OCCO2	10	u	38	2%	28%	-24%	2%
Cc1nc2n(COCCO)cnn2c(=O)c1Br	1	22%	-2	3%	12%	35%	10%
CCc1ccc(N2CC(C(=O)OCC(=O)Nc3ccc(C(C)=O)cc3)CC2=O)cc1 (configuration not stated)	x	8%	x	2%	-22%	-29%	x
NNC(=O)c1ccc(COc2ccc3c(c2)CCC3)cc1	16	-5%	11	-7%	31%[activator]	3%	-3%
CC(=O)[C@H]1[C@H]([C@H](O)[C@H](O)CO)O[C@](O)(C(=O)O)C[C@@H]1O	x	14%	x	4%	-9%	22%	x
O=C(c1ccc(Cl)cc1[N+](=O)[O-])N1CCN(c2ccccn2)CC1	-3	-2%	-4	-1%	6%	4%	2%
COc1ccc(NC(=O)c2nc[nH]c2C(=O)N2CCN(c3ccccc3)CC2)cc1	-4	4%	3	4%	-17%	u	4%
CC(C)(C)c1ccc(/C=C/C(=O)NC2=NCCS2)cc1	54*	u	+	-13%	-2%	-13%	4%
Cn1c(=O)c2c(nc(CN3CCOCC3)n2CC(O)CO)n(C)c1=O (configuration not stated)	-2	15%	7	1%	5%	x	-7%
COCCN(C(=O)CCc1ccccc1OC)c1nnc(-c2cccnc2)s1	1	-16%	-13	-4%	u	u	-3%
CCCN(CC1CC1)C(=O)COC(=O)c1oc2ccc(OCC)cc2c1C	x	u	x	-10%	u	-12%	x
OCCC1CN(Cc2nc(-c3ccccc3)cs2)CCN1C1CCCC1 (configuration not stated)	-1	-27%	-3	3%	u	-16%	0%
CC(C)NC(=O)NC(=O)COC(=O)c1cccc(OC(F)F)c1	-1	-6%	-1	-2%	382%[activator]	u	-3%
O=C(Cn1nnc(-c2ccc(Cl)cc2)n1)NCCC1=CCCCC1	2	11%	-9	1%	26%	-7%	-2%
Cc1nn(Cc2ccccc2)c(C)c1NC(=O)CCCn1nc(C)c([N+](=O)[O-])c1C	-1	30%[activator]	-13	8%	-1%	u	-3%
O=C(O)/C=C/C(=O)Nc1ccccc1C(=O)OCC(=O)c1ccc2c(c1)OCCO2	25*	18%	75*	-6%	-1%	u	-22%
CCCCSCc1nc2ccccn2c1Br	31*	13%	56*	0%	u	u	9%
Cc1ccc(N/N=C(\Cc2nc3ccccc3[nH]2)c2ccccc2)cc1	35*	u	48*	-7%	9.3µM*	u	3%
COc1ccc(OC)c(-n2c(C)ccc2-c2ccc(S(C)(=O)=O)cc2)c1	5	-24%	-3	1%	x	u	5%
Cc1cc(-c2csc(N)n2)c(C)n1Cc1ccccc1	23*	u	28*	8%	12µM*	-17%	3%
O=C(Nc1ccn(Cc2ccccc2F)n1)c1ccc(COc2ccccc2Cl)cc1	3	16µM*	-5	-7%	u	x	0%
COc1ccc(/C=C/C(=O)ONC2=NCCCCC2)cc1OC	7	-2%	7	3%	0%	-18%	-2%
COc1ccc(NC(=O)CN2CCC(NC(=O)c3ccco3)CC2)c([N+](=O)[O-])c1	-3	-8%	-5	5%	u	-17%	-2%
CC(C)c1nc(NCCO)c(C#N)c2c1CCCC2	-2	u	-9	2%	12%	43%[activator]	0%
Cc1ccc2[nH]c3c(=O)n(CC(=O)N4CCN(C)CC4)ncc3c2c1	1	-6%	-9	8%	45%[activator]	7.4µM*	-4%
CCOC(=O)C1=C(C)N=C2SCCC(=O)N2[C@@H]1c1cccs1	-2	21%	-5	-12%	10µM*	6%	-1%
CC1=C(C)C(=O)N(CCC(=O)O)C1=O	1	5%	-12	-2%	x	14%	11%
Cc1ccc(CCNC(=O)c2nc(CS(=O)(=O)c3ccc(Cl)cc3)no2)cc1	8	u	-9	2%	-9%	2%	-1%
